Screening results deposited in PubChem by The Scripps Research Institute Molecular Screening Center.
LYPLA1 inh = blocks human lysophospholipase 1, a PME1 counter-screen | O75608 | recombinant LYPLA1, FP-Rh probe fluorescence polarization | inhibition, % at 5.9 µM | 0.16% of 320,000 active | AID 2174;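 active means inhibition above the mean of all tested compounds plus 3 SD, set per campaign, cut at about 14% in these data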;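 further: inhibitors block serine hydrolase probe labeling of LYPLA1 so polarization falls; 0% = enzyme with DMSO and 100% = wells lacking LYPLA1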
Target sequence (O75608 whole entry, looked up): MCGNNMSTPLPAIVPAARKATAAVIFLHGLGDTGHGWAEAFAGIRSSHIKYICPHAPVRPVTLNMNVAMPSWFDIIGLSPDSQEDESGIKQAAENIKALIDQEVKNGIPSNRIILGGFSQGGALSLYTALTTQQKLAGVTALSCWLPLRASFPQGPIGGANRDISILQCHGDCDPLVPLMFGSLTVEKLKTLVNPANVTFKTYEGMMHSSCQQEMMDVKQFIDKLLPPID
PREPL inh = human PREPL enzyme inhibition; Q4J6C6; recombinant PREPL, fluorescence polarization activity-based probe; inhibition, % at 5.96 µM; 0.68% of 320,000 active; AID 2751; in the data active means inhibition above about 43%;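 further: 0% = enzyme with DMSO and 100% = wells lacking enzyme; many of its hits are not listed in these tables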
pPAFAH FP inh = pPAFAH (human) enzyme inhibition | Q13093 | recombinant pPAFAH, FP-rhodamine probe fluorescence polarization | inhibition, % at 3.39 µM | 1.5% of 330,000 active;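 active means inhibition above the mean inhibition across the screen plus 3 SD, cut at about 25% in these data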;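 further: inhibitors block binding of the rhodamine activity-based probe so polarization drops; 0% = enzyme with DMSO and 100% = wells lacking pPAFAH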
Target sequence (Q13093 whole entry, looked up): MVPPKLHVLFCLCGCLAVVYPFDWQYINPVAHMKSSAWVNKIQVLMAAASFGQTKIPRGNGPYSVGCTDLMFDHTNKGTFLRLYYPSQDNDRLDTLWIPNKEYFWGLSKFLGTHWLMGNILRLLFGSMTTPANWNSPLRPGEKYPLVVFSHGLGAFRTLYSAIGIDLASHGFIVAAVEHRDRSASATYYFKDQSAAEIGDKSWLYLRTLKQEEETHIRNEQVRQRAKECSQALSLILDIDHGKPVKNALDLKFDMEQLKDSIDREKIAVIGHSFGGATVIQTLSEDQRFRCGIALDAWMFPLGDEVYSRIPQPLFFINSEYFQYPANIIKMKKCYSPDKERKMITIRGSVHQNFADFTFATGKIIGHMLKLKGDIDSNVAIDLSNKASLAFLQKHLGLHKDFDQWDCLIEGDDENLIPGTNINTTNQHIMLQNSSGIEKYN
PAD4 FP inh = PAD4 (human) enzyme inhibition | recombinant PAD4, RCA probe fluorescence polarization | inhibition, % at 6.36 µM | Q9UM07 | 0.41% of 330,000 active | AID 485272;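 active means percent inhibition above a cutoff equal to the mean of all tested compounds plus 3 SD, cut at about 15% in these data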;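 further: 0% = PAD4 with RCA probe and DMSO and 100% = probe without PAD4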
PAFAH2 FP inh = inhibitors of human PAFAH2; Q99487; recombinant PAFAH2, FP-rhodamine activity probe, fluorescence polarization; 0.99% of 340,000 active; inhibition, % at 3.39 µM;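 active means inhibition above the mean over all tested compounds plus 3 SD, cut at about 30% in these data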;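 further: inhibitors block probe labeling of enzyme so polarization drops; 0% = enzyme with DMSO and 100% = wells lacking PAFAH2 protein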
LYPLA2 inh = LYPLA2 (human) inhibition in PME1 counter-screen; O95372; recombinant LYPLA2, FP-Rh probe fluorescence polarization; inhibition, % at 5.9 µM; 0.38% of 320,000 active; AID 2177;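 active means inhibition above the screen-wide mean plus 3 SD, limit set per campaign, cut at about 26% in these data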;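 further: 0% = LYPLA2 with DMSO and 100% = wells lacking LYPLA2 enzyme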
Target sequence (O95372 whole entry, looked up): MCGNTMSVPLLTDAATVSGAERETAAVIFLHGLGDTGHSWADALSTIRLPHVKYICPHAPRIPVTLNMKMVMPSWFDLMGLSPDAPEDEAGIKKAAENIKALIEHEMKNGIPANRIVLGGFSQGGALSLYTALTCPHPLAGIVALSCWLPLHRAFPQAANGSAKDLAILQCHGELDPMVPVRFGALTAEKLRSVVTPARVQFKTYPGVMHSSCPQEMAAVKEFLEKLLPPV
PAFAH1B3 inh = PAFAH1B3 (human) inhibition | Q15102 | recombinant PAFAH1B3, FP-rhodamine probe, fluorescence polarization | inhibition, % at 3.39 µM | 0.28% of 340,000 active;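 active means inhibition above the screen-wide average of all tested compounds plus 3 SD, cut at about 25% in these data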;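 further: 0% = enzyme with DMSO only and 100% = wells lacking PAFAH1B3 protein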
GSTO1 inh = counter-screen for RBBP9 inhibitors: inhibitors of human GSTO1 | AID 1974 | 1.1% of 300,000 active | recombinant GSTO1, activity-based probe fluorescence polarization | inhibition, % at 5.96 µM;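 active means inhibition above the campaign mean inhibition plus 3 SD, cut at about 35% in these data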;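 further: 0% = GSTO1-1 with DMSO and 100% = wells lacking GSTO1-1 enzyme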
PAFAH1B2 inh = PAFAH1B2 (human) inhibition; P68402; recombinant PAFAH1B2, FP-rhodamine activity probe, fluorescence polarization; inhibition, % at 3.39 µM; 1.2% of 340,000 active; AID 492953;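 active means inhibition above the mean of all tested compounds plus 3 SD, cut at about 24% in these data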;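 further: 0% = enzyme with DMSO and 100% = wells lacking PAFAH1B2; many of its hits are not listed in these tables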
* = called active by the depositor; nt = not tested or not shown. These rows are one share of the data; count on the stated rates, not on these rows.

structure,LYPLA1 inh,PREPL inh,pPAFAH FP inh,PAD4 FP inh,PAFAH2 FP inh,LYPLA2 inh,PAFAH1B3 inh,GSTO1 inh,PAFAH1B2 inh
O=C(c1ccc(=O)[nH]c1)N1CCN(S(=O)(=O)c2ccc(Cl)cc2)CC1,-2,10,3,-5,-2,-4,7,6,22
COc1ccc(C(C)=O)cc1COc1ccc(Cl)cc1Cl,-1,-4,6,1,nt,3,nt,-4,nt
CC(=O)Nc1ccccc1OCC(=O)NC(C)c1ccccc1 (configuration not stated),-2,-1,0,-6,-4,-7,2,4,2
CCn1c(=O)cc(OCC(=O)N(C)C2CCCCC2)c2ccccc21,-1,-4,5,-1,4,2,-1,4,6
CN(CC(=O)Nc1cccc(F)c1)C(=O)CC1CC2CCC1C2 (configuration not stated),-2,3,-5,1,2,-6,1,-1,8
CC1CCN(CC(=O)Nc2ccc(N3CCCCCC3)cc2)CC1,0,4,3,2,12,-4,8,11,4
O=C(NCc1cccnc1)Nc1cccc([N+](=O)[O-])c1,4,-4,2,1,-2,-1,11,-3,6
Cc1cc(=O)[nH]c(SCC(=O)Nc2ccc(S(=O)(=O)N3CCCCC3)cc2)n1,4,-15,-6,-4,2,4,0,-54,12
CCCCNC(=O)COC(=O)c1ccc(SC)cc1OC,0,1,12,-6,46*,-7,7,-4,4
O=C(c1cccnc1)N(c1cc2sc(=O)oc2c2ccccc12)S(=O)(=O)c1ccccc1,6,12,15,-4,37*,4,18,66*,11
O=C(COC(=O)Cc1cccc(C(F)(F)F)c1)NC1CC1,3,-5,2,0,6,-8,-2,2,2
CC1CCCCC1NC(=O)C1CC=CCC1C(=O)O (configuration not stated),-1,-15,-2,-2,-2,0,12,5,2
CCOC(=O)N1CCC(NC(=O)CNS(=O)(=O)c2ccc(Br)s2)CC1,-1,17,-2,-2,2,-2,-1,-2,1
CCOc1ccc(Oc2ccccc2NC(=O)C2=COCCO2)cc1,-2,-12,2,1,8,8,-2,-1,1
COc1ccccc1C(=O)NCCC(=O)NC1CCC(C)CC1 (configuration not stated),2,20,-2,1,4,0,0,nt,-1
CCn1ncc(/C=N/NC(=O)c2ccc3c(c2)OCO3)c1C,1,3,7,-6,1,1,-1,0,8
Cn1c(CCN2CCCC2)nc2cc(NS(=O)(=O)c3ccccc3)ccc21,2,-19,9,2,16,3,6,2,3
COc1ccc(C(CC(=O)O)NS(=O)(=O)c2ccc3c(c2)NC(=O)CO3)cc1 (configuration not stated),1,-4,1,-2,-2,-1,5,-5,3
C[C@H]1CN([C@@H](C)CO)C(=O)c2cc(NC(=O)C3CCCCC3)ccc2O[C@H]1CN(C)C(=O)Nc1ccc2c(c1)OCO2,nt,10,3,4,-3,nt,8,nt,2
O=C(NCc1ccccc1)NC(=O)c1ccc(Cl)cc1,1,-11,1,-6,-3,1,1,1,-1
CCOC(=O)N1CCC(N2C(=O)c3ccc(C(=O)NCc4ccc(F)cc4)cc3C2=O)CC1,-2,10,0,-3,3,10,0,1,-1
C#CCSc1nnc(CNS(=O)(=O)c2ccc(Br)cc2)n1C,-1,-7,2,-3,-2,2,0,3,3
Cn1c2ccc(Cl)cc2c2nc3ccccc3nc21,2,-15,9,-1,-6,-2,2,76*,3
COc1cccc(NC(=O)Cn2nnc(C(=O)Nc3ccccc3)c2N)c1,-8,-1,7,3,0,6,-5,-5,3
CC(C)(C)NC(=O)CSc1nccn1Cc1ccccc1,0,-2,6,-7,4,-1,1,-5,1
CCCn1c(NC(=O)CN2C(=O)NC3(CCCC3)C2=O)nc2ccccc21,1,21,-2,0,-6,3,2,1,0
Cc1cc(N2CCN(c3nc(-c4ccccc4)cs3)CC2)c2ccccc2n1,1,13,0,-1,-1,6,4,6,-1
O=C(NCc1ccc(F)cc1)C(=O)NCC(c1ccco1)N1CCOCC1 (configuration not stated),-1,19,3,3,-7,0,8,8,7
CNCCOc1ccc(Cl)c(Cl)c1,0,-12,-2,-2,2,-1,2,-7,2
Cn1c(=O)n(C)c2cc([N+](=O)[O-])c(N3CCN(C(=O)C(C)(C)C)CC3)cc21,3,1,3,-1,6,7,-1,11,4
COc1ccc([N+](=O)[O-])cc1N(CC(O)CN1CCCCC1)S(=O)(=O)c1ccc(C)cc1 (configuration not stated),-2,3,-4,3,-2,-10,4,4,0
CN(C)C(=O)Cn1cc(S(=O)(=O)Cc2ccccc2)c2ccccc21,1,2,11,-1,0,0,-5,-2,3
COc1ccc(S(=O)(=O)N2CCN(CC(=O)Nc3cc(OC)cc(OC)c3)CC2)cc1,1,-2,4,-1,-3,0,1,28,5
NC(=O)C1CCN(c2nc(-c3ccc(Br)cc3)cs2)CC1,0,24,4,-2,9,1,-1,7,-1
CSc1c(CC(=O)Nc2ccc(F)cc2)n(Cc2ccccc2)c2ccccc12,-1,-11,4,-5,-3,8,11,1,6
CCOC(=O)Cc1csc(/C(=N/O)C(N)=O)n1,-2,14,-2,-1,-4,-5,4,0,0
C/C(=N\NC(=O)c1cc(C)nc2ccccc12)c1cccc(Cl)c1,-3,6,2,6,-1,3,-1,3,5
CN(C(=O)C1CCCN(c2ncnc3c2nc2n3CCCCC2)C1)c1cccc(Cl)c1 (configuration not stated),6,14,7,-1,5,3,11,4,1
CC(C)C(=O)Nc1ccc(C(=O)NCc2cccnc2)cc1,4,4,-1,1,4,13,9,6,7
O=C(CN1CCN(S(=O)(=O)c2ccccc2)CC1)NC(=O)NCc1ccco1,-2,-3,6,-1,3,-4,-5,0,1
CSCCCN1CCCC(CO)(Cc2ccccc2F)C1 (configuration not stated),0,15,-4,-3,-1,-1,3,1,-4
COc1cccc(/C=N/NC(=O)CN2C(=O)NC3NC(=O)NC32)c1 (configuration not stated),0,-1,2,-3,0,-2,2,3,4
Cc1cccc(NC(=S)N2CCN(Cc3ccc4c(c3)OCO4)CC2)c1C,5,3,-3,3,6,2,5,1,1
CCOC(=O)N1CCN(S(=O)(=O)N2CCCC(C(=O)NCCCN3CCC(C)CC3)C2)CC1 (configuration not stated),-4,10,0,3,2,-4,0,4,-5
O=S(=O)(c1cccc2nsnc12)N1CCN(Cc2ccccc2)CC1,-1,-1,-1,0,2,1,-3,7,6
N#Cc1c2ccc(OCC(N)=O)cc2n2ccccc12,9,6,7,-2,7,0,3,18,5
CC(C)(C)c1nc(SCC(=O)N2CCCC2)c2ccccc2n1,-2,8,-2,0,7,-6,8,-15,5
CC(C)(C)c1ccc(-c2nc3cc(N)ccc3o2)cc1,2,4,10,2,7,3,2,7,9
COc1cccc(CNc2ncc(C(=O)Nc3cc(OC)c(OC)c(OC)c3)c(C)n2)c1,-3,10,9,-3,4,2,7,-3,5
COc1ccccc1CN(C)C(=O)c1ccccc1SCC(=O)N1CCCC1,-1,3,0,4,0,5,6,nt,4
COCCn1c(C)cc(C(=O)CSc2nc3ccccc3c(=O)n2C(C)COC)c1C (configuration not stated),-2,-7,2,-2,1,0,-2,3,1
COCCCn1c(C(=O)NCCN2CCOCC2)cc2c(=O)n3ccccc3nc21,3,14,1,3,-1,1,6,4,4
CCN1C(=O)[C@H]2[C@@H](c3ccc(C)cc3)N3C(=O)N(c4cccc(Cl)c4)C(=O)[C@@]3(Cc3ccccc3)[C@H]2C1=O,0,5,-3,0,0,-6,9,6,4
COc1ccc(-c2cc3c(=O)n(CC(=O)NCCCN4CCC(N5CCCCC5)CC4)ncn3n2)cc1,-1,8,-2,-3,3,3,13,1,1
CCc1cccc(CC)c1NC(=O)COC(=O)/C(C#N)=C/c1ccc(OC)cc1,-4,10,9,-1,-3,3,5,2,4
Cn1cc(-c2ccccc2C(=O)O)c(=O)c2cc(Cl)ccc21,-3,18,1,1,1,-2,7,-1,7
Cc1ccccc1NC(=O)c1ccc2c(c1)OCCO2,2,-4,6,-7,7,2,5,6,0
NC(=O)CSc1nnc(C2CC2)n1-c1ccccc1,-1,1,6,-4,5,-4,7,8,5
S=C(NCc1ccccc1)NCc1ccc2c(c1)OCO2,-1,0,2,-3,-3,0,-2,7,4
CC(/C=N/NC(=O)c1ccc(CN2c3cccc4cccc(c34)S2(=O)=O)cc1)c1ccccc1 (configuration not stated),-19,-10,-5,-6,-26,-19,-2,-11,-6

The list continues:
structure,LYPLA1 inh,PREPL inh,pPAFAH FP inh,PAD4 FP inh,PAFAH2 FP inh,LYPLA2 inh,PAFAH1B3 inh,GSTO1 inh,PAFAH1B2 inh
CCOC(=O)C1(CCc2ccccc2)CCN(C(=O)c2occc2C)CC1,1,-2,7,-5,4,-2,-1,7,5
Cc1cc(C)c2cc(CN(CCN(C)C)C(=O)Nc3ccccc3Cl)c(=O)[nH]c2c1,-3,8,-1,0,-3,-7,15,-7,2
O=C(c1ccccc1NS(=O)(=O)c1ccc(Br)s1)N1CCOCC1,-2,3,0,-3,0,7,8,8,6
CCCC(=O)Nc1ccc(N2CCOCC2)cc1,1,-4,-2,2,1,0,6,8,0
CCCCCCn1c(N2CCCC2)nc2c1c(=O)n(C)c(=O)n2C,1,8,-1,-5,2,-1,-8,0,5
COc1ccc(C(=O)Nc2sc3c(c2C(=O)NCc2ccco2)CCCC3)cc1OC,-3,24,2,2,4,-2,2,-4,-1
COc1ccc(Cn2nc(C)n(N(C)c3ncc(C(F)(F)F)cc3Cl)c2=O)cc1,0,-13,-2,-3,-2,0,-1,-4,-2
Cc1cc(C)c2nc(-c3ccccn3)cc(C(=O)Nc3cc(C)on3)c2c1,0,2,3,-2,4,-1,3,6,1
O=C(NC(=O)c1ccc(C(F)(F)F)cc1)Nc1ccc(-c2cnco2)cc1,-1,5,3,2,0,-3,4,0,6
COCCOC(=O)C1=C(C)Nc2ncnn2C1c1ccc(F)cc1 (configuration not stated),0,14,-4,3,-5,-5,0,-1,-2
COc1ccc(N2CCN(S(=O)(=O)CCNC(=O)C3CC3)CC2)cc1,1,11,0,0,-3,2,7,6,-5
O=C(NCc1nc(-c2ccc(C(F)(F)F)cc2)no1)Nc1ccc(F)cc1F,-1,3,-3,-2,3,0,6,-6,10
Cn1c(Nc2ccc(F)cc2)nc2ccccc21,-1,-2,2,-2,1,3,0,1,0
COc1cc(NC(=O)C2=CC(c3ccco3)=NS(=O)(=O)N2C)cc(OC)c1OC,-1,0,7,6,2,3,9,2,3
Cc1ccc(Nc2cc(C)nc(-c3ccccc3)n2)cc1,-5,9,7,-6,11,-1,8,-11,-2
COc1ccc(C(=O)Nc2nc(-c3cccs3)c(NC(C)=O)s2)cc1,4,15,1,1,3,13,-3,7,0
Cc1ccc(N2C(=O)C(NC(=O)c3ccccc3F)(C(F)(F)F)C3=C2CC(C)(C)CC3=O)cc1 (configuration not stated),1,-1,8,2,5,0,2,-1,-1
COc1ccc(S(=O)(=O)N2CCOCC2)cc1C(=O)Nc1ccc2c(c1)OCO2,0,-5,-2,5,-240,-3,5,-2,3
COc1ccc(CCC(=O)NCC(c2ccco2)N2CCc3ccccc32)cc1 (configuration not stated),1,25,7,4,4,1,8,2,6
